Source: PubChem (National Center for Advancing Translational Sciences (NCATS))
EPAC2 antagonist – qHTS for Antagonist of cAMP-regulated guanine nucleotide exchange factor 2 (EPAC2): primary screen; EPAC2 GEF exchange of Rap1B-BODIPY-GDP, fluorescence; Potency, µM (doses to about 114 µM), for inactives: top-dose activity, negative = inhibition, hits mostly inhibitors; actives 0.18% (n = 360,000); AID 720708, 2013; note: potency is the fitted concentration of half-maximal effect; % is set by controls: 0 for no effect and ±100 for the full control effect; nearly all actives have a fitted effect of over 45% in size; many of its hits are not listed in these tables
DRD3 antagonist – qHTS of D3 Dopamine Receptor Antagonist: qHTS | D(3) dopamine receptor (Homo sapiens), P35462 | D3R cells, DiscoveRx beta-arrestin luminescence, antagonist mode; stronger effect = lower value | max response, negative = inhibition, % | actives 2.5% (n = 360,000); in the data active = max response below about -50%; inconclusive = no clear call, values can overlap the other calls; note: % is set by controls: 0 for no effect and ±100 for the full control effect; mostly tested at two doses, the higher about 12 µM
Target sequence (P35462 whole entry, looked up): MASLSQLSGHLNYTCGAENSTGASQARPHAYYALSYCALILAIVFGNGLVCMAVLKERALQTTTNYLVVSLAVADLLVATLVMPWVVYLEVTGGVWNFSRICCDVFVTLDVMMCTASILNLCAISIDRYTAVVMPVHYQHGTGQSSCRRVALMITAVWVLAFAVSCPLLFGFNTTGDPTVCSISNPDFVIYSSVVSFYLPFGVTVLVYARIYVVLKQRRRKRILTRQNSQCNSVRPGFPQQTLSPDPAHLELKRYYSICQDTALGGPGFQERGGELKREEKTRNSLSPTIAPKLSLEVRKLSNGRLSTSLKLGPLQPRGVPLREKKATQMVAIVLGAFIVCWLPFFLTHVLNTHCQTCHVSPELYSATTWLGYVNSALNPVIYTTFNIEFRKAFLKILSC
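Cells expressing the human receptor were seeded at 1500 cells/well, incubated overnight at 37 degrees C in 5% CO2, then exposed to library compounds with dopamine controls for 90 minutes at 37 degrees C before luminescent detection.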
DRD3 agonist – qHTS of D3 Dopamine Receptor Agonist: qHTS. D(3) dopamine receptor (Homo sapiens), P35462. D3R DiscoveRx beta-arrestin cells, luminescence, 90 min. max activation, %. actives 0.58% (n = 410,000); in the data active = max activation above about 30%; note: 0% is about no effect; mostly tested at two doses, the higher about 12 µM
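Agonist mode: compounds and dopamine controls were applied to plated cells for 90 min at 37 degrees C after an overnight attachment at 1500 cells/well. Luminescent read-out followed 30 - 60 minutes at room temperature with DiscoveRx detection reagent.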
EPAC2 agonist – qHTS for Agonist of cAMP-regulated guanine nucleotide exchange factor 4 (EPAC2): primary screen. Rap guanine nucleotide exchange factor 4 (Homo sapiens), Q8WZA2. EPAC2 activation, biochemical qHTS; response scale: 100% = 6.5 mM cAMP response. Potency, µM (titrated, usually from 154 µM), without a hit: at the top dose activation, actives largely listed as activators. actives 0.079% (n = 360,000). AID 720711, 2013; note: potency is the fitted concentration of half-maximal effect; nearly all actives have a fitted effect of over 50% in size
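Guanine nucleotide exchange by EPAC2 is measured as reduced fluorescence of BODIPY-GDP once it is released from 250 nM Rap1B. Plates are read kinetically for 30 min at room temperature; results are scaled to 6.5 mM cAMP.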
MmCpn inh – Inhibitors of TCP-1 ring complex (TRiC) of Methanococcus maripaludis (MmCpn): qHTS | purified Mm-Cpn ATPase, ADP Transcreener TR-FRET | Potency, µM (titrated, usually from 76.9 µM), for inactives: at the top dose activity, negative = inhibition, usual class: inhibitors | actives 0.031% (n = 330,000) | AID 504842, 2011; note: potency is the fitted concentration of half-maximal effect; % is set by controls: 0 for no effect and ±100 for the full control effect; nearly all actives have a fitted effect of over 80% in size
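Eu-cryptate anti-ADP/ADP-d2 competition gives a ratio inversely related to ADP. Enzyme at 25 nM was pre-exposed to compound for 10 min, then given 10 uM ATP for 30 min, 37°C throughout.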
pAkt inh – HTS Assay for Inhibitors of Akt Phophorylation: Primary Screen. Neuro2A IGF-stimulated pAkt S473 HTRF, 20 min; stronger effect = lower value. actives 0.32% (n = 360,000). AID 651550, 2012. activity change, % for hits at 50 µM; in the data active = activity change below about -80%; inconclusive = mostly about -51% to -80%; note: % is set by controls: 0 for no effect and ±100 for the full control effect
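Single-point screen (50 µM final compound) in Neuro2A cells stimulated 20 min with 6 nM IGF at 37 deg C. After lysis, Ser473-phosphorylated Akt read by HTRF (ex 330 nm, em 615/665 nm) as the 665/615 ratio.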
PTHR1 agonist – qHTS for PTHR1 Agonists: Primary Screen | Parathyroid hormone/parathyroid hormone-related peptide receptor (Homo sapiens), Q03431 | actives 0.075% (n = 410,000) | Potency, µM (titrated, usually from 115 µM), without a hit: at the top dose activation, hits mostly activators | HEK293 GP2 PTHR1 cells, GloSensor cAMP luminescence, 1 h; note: potency is the fitted concentration of half-maximal effect; nearly all actives have a fitted effect of over 55% in size; some results filed as inactive show a strong effect at the top dose; inactives centre near -15; many of its hits are not listed in these tables
Target sequence (Q03431 whole entry, looked up): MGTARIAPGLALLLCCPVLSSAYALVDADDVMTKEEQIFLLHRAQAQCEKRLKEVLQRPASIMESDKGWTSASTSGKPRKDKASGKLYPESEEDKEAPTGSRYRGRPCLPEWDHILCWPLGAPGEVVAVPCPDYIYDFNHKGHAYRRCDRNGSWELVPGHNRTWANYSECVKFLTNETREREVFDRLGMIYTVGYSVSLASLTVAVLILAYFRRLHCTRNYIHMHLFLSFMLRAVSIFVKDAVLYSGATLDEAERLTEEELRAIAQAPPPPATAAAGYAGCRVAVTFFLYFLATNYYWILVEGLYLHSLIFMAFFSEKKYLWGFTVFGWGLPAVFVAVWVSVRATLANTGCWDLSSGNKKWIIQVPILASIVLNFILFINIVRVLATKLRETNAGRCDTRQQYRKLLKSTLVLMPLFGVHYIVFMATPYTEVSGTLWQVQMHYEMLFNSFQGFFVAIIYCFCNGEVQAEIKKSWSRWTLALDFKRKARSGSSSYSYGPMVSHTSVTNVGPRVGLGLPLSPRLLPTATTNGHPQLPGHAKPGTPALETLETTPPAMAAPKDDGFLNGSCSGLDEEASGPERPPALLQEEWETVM
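HEK-293-derived GP2 cells expressing PTHR1 and a GloSensor cAMP reporter, 3,000/well, plated overnight, given luciferin plus IBMX (each 0.5 mM as added) for 1 h at 37 °C, then compound for 1 h at 37 °C. Luminescence was read after 15 min at room temperature.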
CCT modulator – High-Throughput Screening for Modulators of Cytosolic Chaperonin Activity. purified chaperonin ATPase assay, HTRF ADP detection, 30 min. activity change, % (no concentration beside the values), hits read low. actives 0.3% (n = 360,000); in the data active = activity change below about -30%; note: % is set by controls: 0 for no effect and ±100 for the full control effect
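TRiC (40 or 20 nM final, by batch activity) in 30 mM Tris pH 7.4, 100 mM KCl, 5 mM MgCl2, 1 mM DTT was treated with compound at 76 uM single dose, then 10 uM ATP, 30 min at 37 °C. ADP was read by HTRF Transcreener.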
* = called active by the depositor; i = inactive; ? = inconclusive; · = no result given; [ ] = dose if it differs, or a comment. Unless noted, calls come from the whole dose curve; as a rule, active = well fitted curve in the direction sought with a large enough effect; inconclusive = small, poorly fitted or top-dose-only effect, or another doubt; inactive = no such curve, though single readings can be large; an effect the other way counts as inactive or inconclusive.

Under each structure – MmCpn inh	DRD3 antagonist	pAkt inh	DRD3 agonist	EPAC2 agonist	CCT modulator	PTHR1 agonist	EPAC2 antagonist
Cc1ccccc1NC(=O)NC(C)(C)CC(C)(C)C
→ -2%	6	i	-6	-6%	1.3	i	3%
CCCn1nc(C(=O)Nc2ccc3c(c2)OCO3)c2ccccc2c1=O
→ 0%	2	i	2	3%	-0.9	i	-21%
Cc1ccc(S(=O)(=O)NCCC(=O)Nc2cc(S(=O)(=O)N(C)C)ccc2C)cc1C
→ 1%	3	i	-10	1%	2.1	-19%	2%
Cc1cccc(OCC(=O)Nc2ccc(N3CCN(C(=O)c4ccccc4)CC3)cc2)c1C
→ -2%	9	i	9	-11%	1.0	-36%[inhibitor]	11%
O=C(NCc1cccnc1)c1csc([C@@H]2C[C@H](O)[C@@H](CO)O2)n1
→ ·	-13	i	-11	7%	0.0	4%	14%
O=C(NCc1ccncc1)c1nc(-c2cccs2)no1
→ 0%	-2	i	-1	3%	0.9	-4%	11%
CC(OC(=O)c1c[nH]c2ccccc12)C(=O)N1CCCC1 (stereo not drawn)
→ 2%	14	i	0	3%	-0.8	-2%	6%
CC(C)N1C(=O)CCC1C(=O)O (stereo not drawn)
→ 2%	14	i	-5	1%	0.7	i	3%
CCCC1=NN(C(=O)Cc2ccc(OC)cc2)C(O)(C(F)(F)F)C1 (stereo not drawn)
→ -8%	14	i	7	16%	0.3	-4%	8%
CCc1nc2ccc(C(=O)Nc3ccc(OC)c(OC)c3)cn2c1N(C)Cc1nccs1
→ ·	-10	i	-2	11%	0.0	-1%	1%
CCOC(=O)CNC(=S)N(Cc1ccccc1)Cc1cccnc1
→ 1%	10	i	-4	1%	-34*	-4%	-15%
CCOc1ccc(C(=O)NCC(=O)NCC(c2ccc(OC)cc2)N2CCOCC2)cc1OCC (stereo not drawn)
→ 1%	1	i	3	1%	1.8	i	0%
O=C1CC(C(=O)Nc2ccc(C(=O)N3CCOCC3)cc2)C2(CCCCC2)O1 (stereo not drawn)
→ -1%	26	i	-10	8%	-0.4	-7%	10%
O=C(CCCn1c(SCC(=O)c2ccccc2)nc2ccccc2c1=O)NCC1CCCO1 (stereo not drawn)
→ 2%	10	i	1	2%	-2.9	-10%[57.5 µM]	-5%
CN(CC(=O)Nc1ccccc1Br)C(=O)CNC(=O)c1ccc(Oc2ccccc2)cc1
→ 1%	-18	i	-1	18%	-0.8	-81%[inhibitor]	6%
CCCCn1nnnc1C(c1ccccc1)N1CCN(c2ccc(C(F)(F)F)cn2)CC1 (stereo not drawn)
→ ·	5	i	-1	7%	-0.4	-65%[inhibitor]	-10%
Cc1cc(NS(=O)(=O)c2ccc(NC(=O)c3ccco3)cc2)nc(C)n1
→ 0%	-20	i	2	6%	-1.0	-21%[57.5 µM]	3%[57.1 µM]
COc1ccc(NC(=S)N/N=C2\CC(C)(C)Oc3ccc(O)cc32)cc1
→ -2%	-13	i	-6	3%	-1.6	i	-11%
COc1ccccc1CC1(C)NC(=O)N(CC(=O)Nc2cc(C)on2)C1=O (stereo not drawn)
→ 0%	21	i	3	-7%	-5.7	i	-3%
Cc1ccc(-c2cc3cccc[n+]3cc2-c2ccc(C)cc2)cc1
→ 0%	-4	i	1	5%	-0.2	-25%	-12%
COc1ccc(CC(=O)OCC(=O)N2CCCC(C)C2)cc1 (stereo not drawn)
→ 4%	-8	i	-8	10%	-0.1	i	1%
CCc1nn(-c2ccccc2)c(N)c1-c1ccc(OC)c(OC)c1
→ 2%	0	i	6	12%	-2.9	-5%	3%
Cc1cccc(C)c1NC(=O)CN(C)CC(=O)N1CC(=O)Nc2ccccc21
→ 2%	18	i	4	3%	1.3	i	15%
CCCn1c(N)c(N(CCOC)C(=O)c2ccc(N3CCCC3=O)cc2)c(=O)[nH]c1=O
→ -2%	6	i	3	6%	0.5	i	-1%
CSc1cccc(NC(=O)N2CCc3ccc(NC(=O)c4ccccn4)cc3C2)c1
→ 1%	21	i	-4	6%	0.9	-7%	-6%
O=C(CCS(=O)(=O)c1ccc(Br)s1)NCc1ccccc1
→ 0%	17	i	4	0%	-3.3	i	6%
Cc1ccc(S(=O)(=O)N2CCCCC2)cc1NC(=O)C1=NN(c2ccccc2)C(=O)CC1
→ -4%	-25	i	-7	19%	-0.1	i	4%
CCNC(=O)N(C)C[C@H]1N[C@@](C)(C(=O)OC)[C@H]2C(=O)N(C)C(=O)[C@@H]12
→ 1%	0	i	-5	0%	-1.3	-21%	5%
CCn1cc(CN2CCC(C(=O)Nc3cccc(-c4cccc(OC)c4)c3)CC2)cn1
→ 1%	?	i	-13	6%	1.6	-21%	0%
COc1cccc(CNC(=O)CCC2CCCN(c3cc(C)nc(N(C)C)n3)C2)c1 (stereo not drawn)
→ 0%	3	i	-4	8%	-0.4	-3%	12%
O=C(CNC(=S)N(CCCN1CCOCC1)Cc1cccs1)NCc1ccccc1Cl
→ -2%	-58*	i	0	4%	2.5	-23%	4%
COc1ccc(-c2cc(C(F)(F)F)nc(SCC(=O)Nc3ccc4c(c3)OCO4)n2)cc1OC
→ 1%	0	i	3	-7%	0.3	i	7%
CC1CN(C(=O)c2cccc(Oc3ccccc3)c2)CC(C)O1 (stereo not drawn)
→ -1%	-15	i	-7	11%	-3.0	i	-3%
COc1ccc(NC(=O)CSc2nc3[nH]c(=O)cc(O)c3s2)c(OC)c1
→ -4%	-30	i	-8	3%	-1.4	18%	-1%
CCCC(=O)N(CCN1CCOCC1)c1nc2c(C)ccc(C)c2s1
→ 3%	14	i	1	10%	0.2	-3%	-23%
CC1Cc2ccccc2N1C(=O)CSc1nnc2n1C(C)(C)Cc1ccccc1-2 (stereo not drawn)
→ 0%	-16	i	-3	-1%	1.6	-4%[57.5 µM]	-6%
Cc1ccc(S(=O)(=O)N(CC(=O)N2CCN(c3ccc(F)cc3)CC2)C2CCCCC2)cc1
→ 0%	27	i	-4	7%	0.2	-10%	-4%
COc1ccccc1-c1sc2cc3c(cc2c1-c1ccc(O)cc1)OCO3
→ -25%	2	i	-17	6%	1.5	-34%[inhibitor]	-25%
S=c1oc(-c2ccncc2)nn1CCc1ccncc1
→ -8%	-28	i	2	1%	-3.1	i	5%
Cc1cccc(N2CCN(C(=S)c3ccccc3)CC2)c1
→ 1%	-13	i	-9	13%	-3.9	i	1%
O=C(N/N=C\c1ccc(Cl)s1)c1cccs1
→ 2%	?	i	5	7%	-4.9	-1%	-3%
c1ccc(CSc2nnc(Cc3ccccc3)o2)cc1
→ 2%	4	i	-7	11%	-2.4	-22%	-17%
NC(=S)N/N=C/c1coc2ccc(F)cc2c1=O
→ 0%	-10	i	-13	12%	-1.9	-11%	-3%
N#Cc1c(-c2ccccc2)nc(SCC(=O)Nc2ccc(OC(F)(F)Cl)cc2)[nH]c1=O
→ ?	23	i	4	-6%	-4.9	i	35µM*
CCOc1ccc(NC(=S)NC23CC4CC(CC(C4)C2)C3)cc1
→ -4%	5	i	-2	0%	0.3	9%	-5%

Among those listed so far, these contain a CF3 group.
Under each structure – MmCpn inh	DRD3 antagonist	pAkt inh	DRD3 agonist	EPAC2 agonist	CCT modulator	PTHR1 agonist	EPAC2 antagonist
CCCC1=NN(C(=O)Cc2ccc(OC)cc2)C(O)(C(F)(F)F)C1 (stereo not drawn)
→ -8%	14	i	7	16%	0.3	-4%	8%
CCCCn1nnnc1C(c1ccccc1)N1CCN(c2ccc(C(F)(F)F)cn2)CC1 (stereo not drawn)
→ ·	5	i	-1	7%	-0.4	-65%[inhibitor]	-10%
COc1ccc(-c2cc(C(F)(F)F)nc(SCC(=O)Nc3ccc4c(c3)OCO4)n2)cc1OC
→ 1%	0	i	3	-7%	0.3	i	7%

Additional structures.
Under each structure – MmCpn inh	DRD3 antagonist	pAkt inh	DRD3 agonist	EPAC2 agonist	CCT modulator	PTHR1 agonist	EPAC2 antagonist
O=S1(=O)CCOCCCN1Cc1ccccc1
→ 2%	4	i	17	1%	-6.5	i	-4%
COc1ccccc1NS(=O)(=O)c1ccc2[nH]c(=S)oc2c1
→ 2%	5	i	1	13%	-21	i	-5%
O=[N+]([O-])c1ccc(NN=Cc2cccc(O)c2)nc1
→ ·	-27	i	-18	8%	-21	-22%	-12%
Cc1noc(C)c1S(=O)(=O)N1CCCC(C(=O)N2CCc3ccccc3C2)C1 (stereo not drawn)
→ 2%	-15	i	2	6%	-2.1	-92%[inhibitor]	5%
CC(=O)c1cccc(-n2nnnc2SCC(=O)NNC(=O)C2CCCCC2)c1
→ 1%	4	i	-4	1%	4.1	-5%	-4%
CC(=O)Nc1ccc(S(=O)(=O)Nc2cccc(NC(=O)C(C)(C)C)c2)cc1
→ -2%	?	i	-3	-4%	-0.5	-9%[57.5 µM]	-2%
Cc1ccsc1/C=N/NC(=O)c1ccc(-n2cccc2)cc1
→ 0%	-2	i	-3	0%	2.9	i	?
CCN(CC)Cc1c(O)ccc2c(=O)c(-c3ccccc3Cl)coc12
→ -3%	-5	i	-4	5%	0.2	2%	2%
CCCC1=C(C(=O)OCC)C(c2ccc(F)cc2)n2ncnc2N1 (stereo not drawn)
→ -2%	25	i	5	-19%	-0.3	-4%[57.5 µM]	8%
Cc1ccc2c(c1)-c1nc3ccccc3cc1C2=NC1CCCCC1
→ 1%	15	i	2	4%	0.3	-13%	-10%

Not all compounds are listed; rates above refer to the full screens.
